PAD4 inh = human PAD4 inhibitors, primary screen, biochemical, fluorescence polarization, 1536-well format; Protein-arginine deiminase type-4 (Homo sapiens), Q9UM07; recombinant PAD4, RCA probe fluorescence polarization; inhibition, % at 6.36 µM; 0.41% of 330,000 active; AID 485272, 2010;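 active = percent inhibition above a cutoff equal to the mean of all tested compounds plus 3 SD, cut at about 15% in these data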;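 note: 0% = PAD4 with RCA probe and DMSO and 100% = probe without PAD4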
Target sequence (Q9UM07 whole entry, looked up): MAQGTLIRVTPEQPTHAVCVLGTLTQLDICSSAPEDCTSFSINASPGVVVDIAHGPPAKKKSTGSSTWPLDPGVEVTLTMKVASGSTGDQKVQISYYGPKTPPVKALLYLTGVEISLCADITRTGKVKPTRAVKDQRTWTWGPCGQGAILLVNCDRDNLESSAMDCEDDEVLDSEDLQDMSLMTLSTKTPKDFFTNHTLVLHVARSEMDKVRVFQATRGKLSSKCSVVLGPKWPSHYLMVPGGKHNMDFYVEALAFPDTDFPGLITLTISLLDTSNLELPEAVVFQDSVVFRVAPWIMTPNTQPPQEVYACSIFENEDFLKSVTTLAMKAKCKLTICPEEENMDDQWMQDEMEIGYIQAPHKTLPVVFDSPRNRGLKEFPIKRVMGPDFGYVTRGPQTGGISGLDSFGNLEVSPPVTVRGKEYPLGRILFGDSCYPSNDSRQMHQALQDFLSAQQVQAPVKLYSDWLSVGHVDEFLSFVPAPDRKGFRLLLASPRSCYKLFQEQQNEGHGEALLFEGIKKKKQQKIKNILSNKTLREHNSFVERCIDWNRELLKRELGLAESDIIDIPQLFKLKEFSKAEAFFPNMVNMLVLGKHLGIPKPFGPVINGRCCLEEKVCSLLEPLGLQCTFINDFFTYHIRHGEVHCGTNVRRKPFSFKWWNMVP
GSTO1 counter = inhibitors of recombinant GSTO1, primary screen, counter-screen for RBBP9 inhibitor project, biochemical, fluorescence polarization | Glutathione S-transferase omega-1 (Homo sapiens), P78417 | 1.1% of 300,000 active | inhibition, % at 5.96 µM | activity-based probe fluorescence polarization | AID 1974, 2009;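 active = inhibition above the campaign mean inhibition plus 3 SD, cut at about 35% in these data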;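 note: 0% = GSTO1-1 with DMSO and 100% = wells lacking GSTO1-1 enzyme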
PAFAH1B3 inh = PAFAH1B3 enzyme inhibitors, primary screen, biochemical, fluorescence polarization, human; recombinant PAFAH1B3, FP-rhodamine probe; inhibition, % at 3.39 µM; 0.28% of 340,000 active; AID 492972, 2010;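 active = inhibition above the screen-wide average of all tested compounds plus 3 SD, cut at about 25% in these data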;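 note: 0% = enzyme with DMSO only and 100% = wells lacking PAFAH1B3 protein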
PME-1 primary = PME-1 inhibitors via competitive probe labeling, primary screen, biochemical, fluorescence polarization, FP-Rh probe, HTS; 0.53% of 320,000 active; recombinant PME-1; inhibition, % at 5.9 µM; Protein phosphatase methylesterase 1 (Homo sapiens), Q9Y570;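 active = inhibition above the campaign mean of all compounds plus 3 SD, cut at about 26% in these data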;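 note: competitive labeling of PME-1 active site by serine hydrolase directed probe; 0% = PME-1 with DMSO and 100% = wells lacking PME-1 enzyme; inhibitors block probe labeling so polarization falls and inhibition rises; many of its hits are not listed in these tables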
pPAFAH FP inh = pPAFAH enzyme inhibitors, primary screen, biochemical, fluorescence polarization, human; inhibition, % at 3.39 µM; 1.5% of 330,000 active; Platelet-activating factor acetylhydrolase (Homo sapiens), Q13093; recombinant pPAFAH, FP-rhodamine probe fluorescence polarization;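 active = inhibition above the mean inhibition across the screen plus 3 SD, cut at about 25% in these data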;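 note: inhibitors block binding of the rhodamine activity-based probe so polarization drops; 0% = enzyme with DMSO and 100% = wells lacking pPAFAH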
PAFAH2 FP inh = PAFAH2 enzyme inhibitors, primary screen, biochemical, fluorescence polarization, human; Platelet-activating factor acetylhydrolase 2, cytoplasmic (Homo sapiens), Q99487; recombinant PAFAH2, FP-rhodamine activity probe; inhibition, % at 3.39 µM; 0.99% of 340,000 active; AID 492956, 2010;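 active = inhibition above the mean over all tested compounds plus 3 SD, cut at about 30% in these data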;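 note: inhibitors block probe labeling of enzyme so polarization drops; 0% = enzyme with DMSO and 100% = wells lacking PAFAH2 protein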
LYPLA1 counter = LYPLA1 inhibitors, primary screen, counter-screen for PME1 inhibitor project, biochemical, fluorescence polarization, FP-Rh probe ABPP; inhibition, % at 5.9 µM; 0.16% of 320,000 active; Acyl-protein thioesterase 1 (Homo sapiens), O75608; recombinant LYPLA1;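 active = inhibition above the mean of all tested compounds plus 3 SD, set per campaign, cut at about 14% in these data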;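 note: inhibitors block serine hydrolase probe labeling of LYPLA1 so polarization falls; 0% = enzyme with DMSO and 100% = wells lacking LYPLA1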
PAFAH1B2 inh = PAFAH1B2 enzyme inhibitors, primary screen, biochemical, fluorescence polarization, human. inhibition, % at 3.39 µM. Platelet-activating factor acetylhydrolase IB subunit alpha2 (Homo sapiens), P68402. 1.2% of 340,000 active. recombinant PAFAH1B2, FP-rhodamine activity probe;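 active = inhibition above the mean of all tested compounds plus 3 SD, cut at about 24% in these data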;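 note: 0% = enzyme with DMSO and 100% = wells lacking PAFAH1B2; many of its hits are not listed in these tables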
Target sequence (P68402 whole entry, looked up): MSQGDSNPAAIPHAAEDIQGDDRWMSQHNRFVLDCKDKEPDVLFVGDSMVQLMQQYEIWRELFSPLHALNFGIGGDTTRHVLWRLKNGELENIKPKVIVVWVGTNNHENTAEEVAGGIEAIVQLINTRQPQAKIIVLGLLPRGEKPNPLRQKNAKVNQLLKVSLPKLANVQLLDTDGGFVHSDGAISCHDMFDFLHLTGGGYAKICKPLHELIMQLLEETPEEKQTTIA
LYPLA2 counter = LYPLA2 inhibitors, primary screen, counter-screen for PME1 inhibitor project, biochemical, fluorescence polarization, FP-Rh probe ABPP; Acyl-protein thioesterase 2 (Homo sapiens), O95372; recombinant LYPLA2; inhibition, % at 5.9 µM; 0.38% of 320,000 active; AID 2177, 2009;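 active = inhibition above the screen-wide mean plus 3 SD, limit set per campaign, cut at about 26% in these data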;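 note: 0% = LYPLA2 with DMSO and 100% = wells lacking LYPLA2 enzyme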
* = called active by the depositor; / = no result given. This is a subset, so the mix of outcomes need not match the whole.

SMILES	PAD4 inh	GSTO1 counter	PAFAH1B3 inh	PME-1 primary	pPAFAH FP inh	PAFAH2 FP inh	LYPLA1 counter	PAFAH1B2 inh	LYPLA2 counter
CCOC(=O)[C@@H]1[C@H]2COc3cc(OC)ccc3[C@@H]2N2C(=O)N(c3ccc(OC)cc3)C(=O)[C@]12C	-1	-1	5	1	1	0	-3	0	-1
CCOc1cc(/C=N/n2cnnc2)ccc1OCC(=O)Nc1ccccc1OC	-5	-4	4	-3	4	5	-1	2	-3
COc1cc(C2NC(=O)C(C#N)=C(Nc3cccc(C)c3)S2)ccc1O (stereo not given)	3	-2	3	2	3	4	1	4	2
CCCCNC(=O)CSc1cc(=O)n(C)c2ccccc12	1	-6	-5	-7	-1	5	0	6	4
COc1ccccc1N1CCN(C(=O)CN(CCc2ccccc2)S(C)(=O)=O)CC1	1	0	12	1	4	8	0	6	1
COc1ccc(C(CNC(=O)COc2ccc(F)cc2Cl)N2CCCCC2)cc1 (stereo not given)	4	/	2	-1	-1	10	1	9	8
COc1ccc(NC(=O)CN(C)S(=O)(=O)c2ccc3c(c2)n(C)c(=O)c(=O)n3C)cc1	2	2	-3	7	1	-3	2	-4	-3
CCOC(=O)CSc1c(-c2ccccc2)c2cc(Cl)ccc2[nH]c1=O	5	3	10	5	6	-3	-2	1	4
CCOC(=O)c1c(-c2ccccc2)oc2ccc(O)cc12	0	4	6	-4	23	6	-2	-7	-8
Cc1ccc(Oc2cc(C)nc(-c3ccccc3O)n2)cc1	3	-6	4	-2	9	28	0	2	2
O=C(N/N=C/c1ccccc1[N+](=O)[O-])c1cnccn1	4	-2	8	0	5	4	-2	6	-2
CCCCCC(=O)Nc1ccc(Cc2ccncc2)cc1	1	-11	0	-8	1	2	1	-2	-1
CCOC(=O)c1ccc(NCCc2ccc(OC)c(OC)c2)c(N)c1	-3	9	14	-1	3	5	1	0	7
CCOc1ccc(C(=O)Nc2ccc(S(=O)(=O)N3CCOCC3)cc2)cc1OCC	-2	0	-8	-2	-1	-1	-2	1	8
O=C(NC1C/C(=N/O)c2cc3c(cc21)OCO3)C(F)(F)F (stereo not given)	-3	2	9	-1	4	-7	-4	-2	-9

Fetched by compound from above, 2 records:
SMILES	PAD4 inh	GSTO1 counter	PAFAH1B3 inh	PME-1 primary	pPAFAH FP inh	PAFAH2 FP inh	LYPLA1 counter	PAFAH1B2 inh	LYPLA2 counter
CCOC(=O)[C@@H]1[C@H]2COc3cc(OC)ccc3[C@@H]2N2C(=O)N(c3ccc(OC)cc3)C(=O)[C@]12C	-1	-1	5	1	1	0	-3	0	-1
CCOC(=O)c1c(-c2ccccc2)oc2ccc(O)cc12	0	4	6	-4	23	6	-2	-7	-8

Next section:
SMILES	PAD4 inh	GSTO1 counter	PAFAH1B3 inh	PME-1 primary	pPAFAH FP inh	PAFAH2 FP inh	LYPLA1 counter	PAFAH1B2 inh	LYPLA2 counter
COCCNC(=O)COc1ccc(Nc2ccccc2)cc1	2	-2	2	1	4	-7	2	1	3
CC(OC(=O)C1=COCCO1)C(=O)c1ccc(Br)cc1 (stereo not given)	1	/	3	/	2	6	/	5	/
O=C(c1cn[nH]c1)N1CCc2c([nH]c3ccccc23)C1c1c(F)cccc1Cl (stereo not given)	-5	1	4	19	-6	-2	-1	0	-7
CNC(=O)COc1ccc(S(=O)(=O)Nc2ccc(C)cc2)cc1	-5	5	9	-5	22	-4	0	5	0
Cc1ccc(NC(=O)CCNC(=O)Cn2cnc3ccccc3c2=O)cc1F	0	11	0	-2	0	-9	0	14	-1
CCCOP(=O)(c1ccc(N(C)C)cc1)C(O)c1cc(OC)ccc1OC (stereo not given)	0	8	4	-3	7	1	-2	6	-1
COc1ccc(-c2ccc(SCc3cccnc3)nn2)cc1OC	-2	3	3	-4	3	1	-6	4	-1
CC(/C=N/NC(=O)c1cccnc1)=C\c1ccccc1	-2	1	7	7	-1	8	3	4	-1
Cc1cccc(-c2cc(C(=O)Nc3cccnc3)c3ccccc3n2)c1	3	-2	-2	-6	3	-6	-11	1	-13
O=C(C1CCCCN1S(=O)(=O)c1ccccc1)N1CCN(Cc2ccccc2)CC1 (stereo not given)	1	1	4	3	1	8	2	13	4
COc1cc(NS(=O)(=O)c2ccc(NC(C)=O)cc2)ncn1	0	5	3	1	1	9	2	-1	3
CCC(CO)Oc1cc(NC(=O)c2cccc(Cl)c2)c2ncn(C(C)C)c2c1 (stereo not given)	-1	/	14	-2	1	0	-1	8	0
CN(CC(=O)OCC(N)=O)S(=O)(=O)c1ccc(Cl)cc1	3	-1	9	-4	-1	-1	0	2	3
COc1cccc(CN2CC(C(=O)NCCCn3ccnc3C)CCC2=O)c1 (stereo not given)	0	2	4	3	6	1	2	0	-6
Cc1cccc(C)c1NC(=O)CN1C(=O)N(C)Cc2ccccc21	0	1	0	-7	-3	-3	-4	-4	-5
COc1cccc(N2CCN(C(=O)c3cc(C)oc3C)CC2)c1	-6	/	-1	-4	-5	-4	-1	-2	1
O=C(Oc1ccc2ccc(=O)oc2c1)c1ccccc1	-4	10	1	1	-3	-3	-7	7	-6
CCOC(=O)c1ccccc1NC(=O)N[C@@H](C)C(=O)OC	-2	9	-6	0	-3	-9	1	-1	-1
CCn1ncc(NC(=S)Nc2ccc3c(c2)OCO3)c1C(N)=O	-13	10	4	2	1	11	-1	12	0
O=C(C1CCC1)N1CCc2cc(S(=O)(=O)Nc3ccc4c(c3)OCO4)ccc21	1	16	6	21	15	0	-3	0	-3
O=C1CC(=O)Nc2cc(S(=O)(=O)Nc3ccc(F)cc3Cl)ccc2N1	-7	10	6	3	7	6	1	3	-6
O=C(c1cc(-c2cccnc2)nc2ccccc12)N1CCCc2ccccc21	0	-4	7	7	6	11	-5	0	-5
C/C(=N\NC(=S)NCC(C)(C)C)c1cc(F)cc(F)c1O	-4	-27	21	0	9	33*	-6	7	-1
CCc1ccc(C(=O)OCC(=O)NC2CCCC2)cc1	-7	1	6	1	30*	82*	-3	0	-6
Cc1ccc(S(=O)(=O)NC(CC(C)C)C(=O)NCC(c2ccco2)N2CCCCC2)cc1 (stereo not given)	-3	/	10	6	1	0	0	4	-6
CN(C)C(=O)COc1ncnc2sc(-c3ccccc3)cc12	-3	12	2	-5	1	-1	3	5	1
COc1ccc(O)c(-c2[nH]ncc2C(=O)c2ccccc2C)c1	1	1	9	-2	2	19	3	5	1
CC(C)CCN(C(=O)c1ccc(Br)cc1)c1c(N)n(Cc2ccccc2)c(=O)[nH]c1=O	2	/	4	0	-3	-6	-5	-1	2
Cc1c([N+](=O)[O-])c(C(=O)Nc2ccc3c(c2)OCCO3)nn1C	-2	4	4	-5	2	2	2	3	0
Cc1cc(Cl)ccc1C(=O)C1CCCN(C(=O)c2snnc2C)C1 (stereo not given)	-5	0	0	4	3	8	-1	0	0
CCOC(=O)c1c(C)c(C(=O)N2CCCCCC2)c(C)n1CC	0	-1	7	2	7	-4	-1	7	6
CN(C(=O)CCn1c(=S)oc2ccccc21)c1ccc(F)cc1	1	0	-1	-1	-6	5	-2	1	6
COc1ccc(-n2ccnc(SCC(=O)NCc3ccc(C)cc3)c2=O)cc1Cl	-8	1	4	-1	1	6	1	1	7
CN1C(=O)NC2C1N(S(C)(=O)=O)CCN2S(C)(=O)=O (stereo not given)	-2	-4	6	-4	2	1	1	-5	6
COc1ccc(C)cc1NC(=O)CSc1nnc(COc2ccccc2)n1Cc1ccco1	-6	-1	0	-1	9	-4	-9	-1	-3
CCNc1nc(Nc2ccc(C)c(Cl)c2)c2cnn(C)c2n1	-9	-17	9	24	17	-6	2	1	-7
COc1ccc(CCNC(=O)C2CCCN(S(=O)(=O)c3ccccc3)C2)cc1 (stereo not given)	4	2	3	0	3	2	2	13	5
O=C(CSc1ccc(-c2ccco2)nn1)NCc1ccccc1Cl	12	5	-3	17	8	2	6	3	11
CCOCCCNC(=O)C(NC(=O)c1ccccc1O)c1ccccc1 (stereo not given)	1	-1	-1	1	1	2	-1	1	-6
CCOc1ccc2c(c1)C(C)=CC(C)(C)N2C(=O)Nc1ccccc1F	-6	42*	7	6	8	7	0	0	7
CCc1nnc(NC(=O)CSc2nnc(-c3ccc(S(=O)(=O)N4CCCC4)cc3)n2CC)s1	-1	8	3	0	6	-2	-3	4	3
COc1ccc(OCc2nnc(SCC(=O)Nc3ccccc3Cl)o2)cc1	-5	6	8	6	3	6	-1	3	-3
O=C(CN1CCN(c2ccc(O)cc2)CC1)NC(c1ccccc1)c1ccccc1	4	7	-2	11	19	5	-1	5	1
Cc1c(C(=O)N2CCCCC2)c(S(=O)(=O)N2CCN(c3ccccc3F)CC2)c(C)n1C	-1	-2	10	-3	1	3	-1	3	-1
Cc1nnc(SCC(=O)NNC(=O)c2ccccc2)n1-c1ccccc1	0	-4	-3	3	4	-9	1	-5	-1

Taken from above:
PME-1 primary with `O=C(c1cc(-c2cccnc2)nc2ccccc12)N1CCCc2ccccc21` → 7
pPAFAH FP inh with `CCCCNC(=O)CSc1cc(=O)n(C)c2ccccc12` → -1

(continued)
SMILES	PAD4 inh	GSTO1 counter	PAFAH1B3 inh	PME-1 primary	pPAFAH FP inh	PAFAH2 FP inh	LYPLA1 counter	PAFAH1B2 inh	LYPLA2 counter
O=C(Oc1ccccc1N1C(=O)C2CC=CCC2C1=O)c1ccc(Br)cc1 (stereo not given)	-6	-1	2	-7	-1	-8	-1	1	-1
COC(=O)C1=CN(Cc2ccc(OC)cc2)C=C(C(=O)OC)C1c1cccs1	0	2	5	-2	3	1	-2	2	0
CCOc1ccc2[nH]c(S(=O)(=O)CC)nc2c1Cl	-3	1	-3	3	20	9	4	2	2
COCCN(C(=S)Nc1cc(C)cc(C)c1)C(C)c1ccco1 (stereo not given)	3	1	7	-1	1	4	0	4	0
O=C(NCCN1CCOCC1)NC1(C(F)(F)F)Oc2ccc(Cl)cc2O1 (stereo not given)	-4	49*	0	-2	2	-2	-1	8	-7
COc1cccc(C(C(=O)NC2CCCCC2)N(CCN2CCOCC2)C(=O)C2COc3ccccc3O2)c1 (stereo not given)	-5	8	9	-4	4	-4	2	7	4
CC1(C)CC(=O)C2=C(C1)Nc1ccccc1NC2	-8	6	6	0	3	8	-4	-6	-4
Cc1c(N=Cc2c(O)n(C3CCCCC3)c(=O)[nH]c2=O)c(=O)n(-c2ccccc2)n1C	-4	-1	3	-4	3	0	-3	-2	3
Cc1cccc(NC(=S)N(CCCN2CCOCC2)Cc2cn(C)c3ccccc23)c1	-2	2	4	-2	0	6	1	-1	-1
COC(=O)CSc1nc2ccc(N)cc2s1	0	12	3	-1	11	4	-2	3	-2
O=C1S/C(=C/c2ccccc2)C(=O)N1CC(O)Cn1c2ccccc2c2ccccc21 (stereo not given)	-6	-1	-25	-37	-14	-43	-21	-23	-44

Compound activity: PubChem BioAssay, The Scripps Research Institute Molecular Screening Center
